High-throughput results deposited in PubChem BioAssay by several laboratories.
Yeast superoxide: reduction of superoxide in aged yeast, primary screen, HTS; S. cerevisiae aged cells, superoxide DHE fluorescence; stronger effect = lower value; superoxide response (% of plate mean), % at 10 µM; 330,000 tested, 0.18% active;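 active means superoxide response under a set limit, about three screen SD below normal, cut at about 65% in these data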;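 further: yeast aged for seven days with compound at 30 °C before DHE staining; 100% = average MFI of all compound-treated wells on the plate with controls excluded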
GLD-1 TGE inh: GLD-1/TGE RNA complex disruptors, primary screen, biochemical, fluorescence polarization; Female germline-specific tumor suppressor gld-1 (Caenorhabditis elegans), Q17339; 320,000 tested, 0.44% active; AID 2280, 2010; inhibition, % at 5.96 µM; purified GLD-1 + fluorescein TGE RNA;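 active means percent inhibition above a per-plate cutoff, the plate mean of test compounds plus 3 SD, cut at about 30% in these data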;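 further: 0% = DMSO wells with GLD-1 and probe and 100% = wells lacking GLD-1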
Target sequence (Q17339 whole entry, looked up): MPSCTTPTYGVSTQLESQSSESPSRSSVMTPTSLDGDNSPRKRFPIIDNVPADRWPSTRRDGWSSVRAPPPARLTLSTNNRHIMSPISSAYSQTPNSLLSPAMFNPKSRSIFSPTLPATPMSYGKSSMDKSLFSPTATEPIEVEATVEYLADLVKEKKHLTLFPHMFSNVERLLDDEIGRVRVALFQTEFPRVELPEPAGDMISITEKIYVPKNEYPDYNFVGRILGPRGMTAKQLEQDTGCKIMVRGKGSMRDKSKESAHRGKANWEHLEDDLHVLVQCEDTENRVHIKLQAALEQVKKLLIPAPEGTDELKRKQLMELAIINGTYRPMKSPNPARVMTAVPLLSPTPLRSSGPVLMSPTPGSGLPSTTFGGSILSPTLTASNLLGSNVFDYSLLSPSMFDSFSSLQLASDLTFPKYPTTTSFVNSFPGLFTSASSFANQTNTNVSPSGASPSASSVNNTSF
AGP1 TOR yeast: modulators of AGP1-GFP expression in yeast TOR pathway, primary screen, cell-based, multiplex flow cytometry, S. cerevisiae, MLPCN library | 3 h; GFP as percent of DMSO wells | 320,000 tested, 0.02% active | AID 2066, 2009 | GFP response vs DMSO, % at 10 µM;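 active means GFP response relative to DMSO above a set limit, near screen average plus 3 SD, cut at about 150% in these data; inconclusive means fewer than 70 cells counted for the yeast strain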;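 further: median GFP channel fluorescence of the gated AGP1 strain per well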
MEX-5 binding: MEX-5 zinc finger RNA-binding disruptors – biochemical, C. elegans, fluorescence polarization, MLPCN library, primary screen; activity score (negative = inhibition of binding), % at 10 µM; AID 1832, 2009; 300,000 tested, 0.38% active; MEX-5/FITC-TCR2 RNA binding; stronger effect = lower value;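 active means inhibition past about -25% in most replicates, and total fluorescence under double the plate's negative control median, limit read from the data; inconclusive means replicates evenly split on the limit, or fluorescence at least double controls; inactive means too little inhibition in most replicates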;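 further: 0% = DMSO and -100% = 5 µM competing unlabeled TCR2 RNA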
CIT2 TOR yeast: modulators of CIT2-GFP expression in yeast, primary screen, S. cerevisiae, GFP fusion, multiplex flow cytometry, MLPCN library | S. cerevisiae CIT2-GFP strain, 3 h; 100 means same as DMSO wells | GFP response vs DMSO, % at 10 µM | 320,000 tested, 0.065% active;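 active means GFP response relative to DMSO above a set limit, near the screen mean plus 3 SD, cut at about 150% in these data; inconclusive means Fewer than 70 cells measured for a yeast strain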;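 further: ratio of well median GFP fluorescence to mean of DMSO wells on the plate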
MCL1-BIM inh: inhibitors of MCL1 binding to BIM-BH3, primary screen, biochemical, fluorescence polarization; GST-MCL1 / FITC-Bim-BH3 fluorescence polarization; inhibition, % at 10.9 µM; 320,000 tested, 0.68% active;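 active means inhibition above the mean inhibition of all tested compounds plus 3 SD, set per campaign, cut at about 40% in these data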;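 further: 0% = DMSO wells and 100% = unlabeled Bim-BH3 peptide control; higher means more loss of mP so more displacement of Bim peptide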
Target sequence (Q07820 whole entry, looked up): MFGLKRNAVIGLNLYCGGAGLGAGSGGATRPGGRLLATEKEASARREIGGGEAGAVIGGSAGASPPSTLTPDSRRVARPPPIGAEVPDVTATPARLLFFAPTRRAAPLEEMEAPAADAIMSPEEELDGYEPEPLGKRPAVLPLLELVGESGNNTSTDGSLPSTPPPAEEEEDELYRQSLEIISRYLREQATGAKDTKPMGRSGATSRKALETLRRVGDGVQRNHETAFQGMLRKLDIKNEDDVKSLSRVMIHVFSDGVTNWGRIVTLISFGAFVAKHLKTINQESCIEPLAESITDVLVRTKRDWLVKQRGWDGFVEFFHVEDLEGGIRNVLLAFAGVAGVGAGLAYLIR
BCLXL inh: inhibitors of human Bcl-xL, primary screen, biochemical, fluorescence polarization, HTS. Bcl-2-like protein 1 (Homo sapiens), Q07817. 320,000 tested, 0.7% active. inhibition, % at 10.9 µM. GST-Bcl-xL / FITC-Bim BH3 peptide fluorescence polarization;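 active means inhibition above the mean of all tested compounds plus 3 SD, cutoff set per campaign, cut at about 30% in these data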;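 further: 0% = DMSO wells and 100% = unlabeled Bim-BH3 peptide competitor; inhibitors lower millipolarization by displacing the labeled peptide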
Target sequence (Q07817 whole entry, looked up): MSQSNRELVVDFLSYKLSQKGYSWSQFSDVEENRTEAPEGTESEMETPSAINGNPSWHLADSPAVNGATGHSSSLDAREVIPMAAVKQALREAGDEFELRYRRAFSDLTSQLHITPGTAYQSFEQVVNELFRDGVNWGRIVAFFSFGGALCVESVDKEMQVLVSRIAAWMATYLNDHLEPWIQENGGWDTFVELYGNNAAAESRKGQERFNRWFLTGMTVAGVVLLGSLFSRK
VLA-4 inh: inhibition in human VLA-4 binding assay, primary screen, VLA-4 allosteric modulator project, MLPCN library, flow cytometry, VLA-4 expressing cells; ligand binding flow cytometry; 330,000 tested, 0.2% active; inhibition, % (about 7 µM as worked out from the volumes in the protocol); Integrin alpha-4 (Homo sapiens), P13612; in the data active means inhibition above about 50%
GRK2 inh: compounds blocking aptamer binding on GRK2 – biochemical, human GRK2, bead flow cytometry, HTS, primary screen. Beta-adrenergic receptor kinase 1 (Homo sapiens), P25098. FAM-aptamer displacement from GRK2. inhibition of aptamer binding, % at 10 µM. 330,000 tested, 0.59% active. AID 488847, 2010;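 active means inhibition of aptamer binding above 40%, roughly 3 SD of noise, on plates passing a quality check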;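 further: median bead fluorescence of bound FAM aptamer so fluorescent compounds give negative values; no value below 0 was filed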
The depositor's hits bear a star; ? = inconclusive; . = no result given; [ ] = another dose, or the depositor's remark. Rows are unselected; about 2.1% have a hit in one of these screens.

SMILES	Yeast superoxide	GLD-1 TGE inh	AGP1 TOR yeast	MEX-5 binding	CIT2 TOR yeast	MCL1-BIM inh	BCLXL inh	VLA-4 inh	GRK2 inh
C=CCc1c(C)nc(SCCC)[nH]c1=O	103	1	99	-6.9	95	-4	3	10	0
COc1ccccc1/C=C/C(=O)Nc1cccnc1Cl	98	-5	90	-1.0	94	0	3	14	0
CCOC(=O)c1sc(NC(=O)C2CC(=O)N(c3ccccc3OC)C2)nc1C (stereo not given)	95	0	110	.	102	4	3	14	2
COc1ccc(/C=N/NC(=O)C(O)(c2ccccc2)c2ccccc2)cc1OC	93	2	104	-0.3	114	12	3	37	0
Cc1ccc(NC(=O)COc2ccc(C3SCCS3)cc2)cc1	95	4	110	0.1	102	8	-2	.	0
CCOC(=O)C1Nc2ccc(Br)cc2C2C=CCC12 (stereo not given)	76	9	108	-4.5	106	44*	25	6	0
COc1ccccc1NC(=O)C1=C(C)Nc2nc3ccccc3n2C1c1cccs1 (stereo not given)	117	6	98	0.4	93	5	6	23	0
COc1ccccc1NS(=O)(=O)c1ccc(O)c(C(=O)OCC(=O)N2CCc3ccccc32)c1	132	1	99	0.8	95	-5	-2	6	8
Cc1ccc2[nH]c(SCC(=O)N3CCOCC3)nc2c1C	102	5	92	2.0	101	2	2	-3	2
CC(=O)COc1ccc2c(C)c(-c3ccccc3)c(=O)oc2c1	99	1	97	-0.9	110	-3	1	29	0
COc1cccc(NC(=O)NC2(C(=O)N3CCC(O)CC3)CCCCC2)c1	97	1	108	-0.1	109	3	0	4	2
C=CCc1cccc(/C=N/NC(=O)c2ccccc2OC)c1O	106	0	99	0.0	99	10	-3	7	27
O=C(O)c1cc(-c2ccccc2)nn1CC1CC(c2cccnc2)=NO1 (stereo not given)	98	0	83	0.0	74	6	2	11	3
C=CCn1c(SCC(=O)Nc2cc(C)on2)nnc1C1COc2ccccc2O1 (stereo not given)	112	-10	101	0.1	97	-6	-9	16	7
CN(C)CCNC(=O)/C(=C/c1cccc([N+](=O)[O-])c1)NC(=O)c1ccccc1	108	10	98	-0.3	108	12	2	6	0
O=C(N=C1SCC(=O)N1c1ccccc1)c1ccco1	96	7	101	.	104	-3	0	-9	4
CCOC(=O)[C@H]1[C@H]2COc3ccc(OC)cc3[C@@H]2N2C(=O)CN(Cc3ccc(C)cc3)C(=O)[C@@]12C	103	17	95	.	97	2	5	1	1
O=C(c1cccc([N+](=O)[O-])c1)c1ccccn1	102	9	106	-1.3	107	-2	2	-6	0
COc1ccc(CCNC(=O)C2CCCN(S(=O)(=O)c3ccc(OC)cc3)C2)cc1 (stereo not given)	117	5	104	-1.1	112	-5	2	7	2
CCOC(=O)C1=C(c2ccccc2)NC(SCC)=C(C#N)C1c1cccnc1 (stereo not given)	99	0	114	-0.8	125	6	3	-6	1
CCC(=O)N1CCc2cc(S(=O)(=O)NCCC(=O)N3CCc4ccccc4C3)ccc21	95	-4	103	-0.3	105	2	-1	11	0
CCOC(=O)/C(C#N)=N/Nc1c(S(=O)(=O)Cc2ccco2)csc1C(=O)OC	104	-2	101	-2.7	105	6	5	2	1
COC(=O)C1N[C@@H]([C@@H](NC(=O)COc2ccccc2)C(=O)NCc2ccsc2)SC1(C)C (stereo not given in full)	.	4	.	-1.0	.	8	6	.	.
CC(C)c1ccc(C2NC(=S)NC3=C2C(=O)CCC3)cc1 (stereo not given)	109	10	94	-1.0	90	16	-1	0	2
CC(=O)c1cccc(N(CC(=O)NC2CCCC2)C(=O)c2csnn2)c1	100	-4	102	-1.5	101	6	7	-3	2

The closing two records of the section above lead into the next.
SMILES	Yeast superoxide	GLD-1 TGE inh	AGP1 TOR yeast	MEX-5 binding	CIT2 TOR yeast	MCL1-BIM inh	BCLXL inh	VLA-4 inh	GRK2 inh
CC(C)c1ccc(C2NC(=S)NC3=C2C(=O)CCC3)cc1 (stereo not given)	109	10	94	-1.0	90	16	-1	0	2
CC(=O)c1cccc(N(CC(=O)NC2CCCC2)C(=O)c2csnn2)c1	100	-4	102	-1.5	101	6	7	-3	2
Clc1cccc(OCCN2CCCC2)c1	99	11	101	-0.5	101	8	8	8	0
CC(C)(C)CN1CCNC(=O)C1CC(=O)NCCc1ccccc1C(F)(F)F (stereo not given)	95	2	105	-0.6	104	8	14	-11	0
COCC1CCCN(C(=O)c2ccc3nc(Cc4cccc(Cl)c4)oc3c2)C1 (stereo not given)	115	1	106	0.8	107	-15	-4	5	11
COc1ccc(NC(=O)/C(C#N)=C\c2ccc(N3CCOCC3)o2)cc1	87	-266	81	?	100	-270	-176	14	0
CCNC(=S)N/N=C1\C(=O)c2cccc3cccc1c23	109	5	97	0.6	.	13	6	-12	2
COc1ccc2nc3n(c(=O)c2c1)-c1cc(Cl)ccc1C(=O)NC3Cc1ccccc1 (stereo not given)	101	0	105	.	101	.	.	12	4
CCOC(=O)c1oc2cc(O)cc(O)c2c(=O)c1OCc1ccccc1	107	2	98	2.0	93	-1	-4	0	0
Cc1c(C(=O)Nc2ccc(N3CCOCC3)cc2)oc2ccccc12	96	9	93	-11	80	1	-1	-6	0
O=C(OC1Cn2c(=O)ccc(=O)n2C1)c1ccccc1	103	0	111	-2.0	101	-1	3	11	2
O=c1cc(-c2ccccc2)oc2ccc(Br)cc12	86	3	99	.	100	.	.	-9	2
CCOC(=O)C1=NN(C(=O)c2ccco2)C2(CC2)C1	93	3	100	2.9	107	2	5	0	2
CCN(CC)C(=O)CN1CCN(c2ncccn2)CC1	86	3	97	0.7	104	3	2	2	0
COc1ccc(/C=C/C(=O)OCc2nc3ccccc3c(=O)[nH]2)c(OC)c1	107	4	114	3.5	103	0	0	0	3
COc1ccc(C(=O)C(C)OC(=O)CN2C(=O)c3ccccc3C2=O)cc1 (stereo not given)	116	2	94	.	96	.	.	-4	4
O=C(c1cc2ncc(Br)cn2n1)N1CCCCC1	121	5	95	1.9	100	14	5	12	10
O=C(N/N=C/c1ccoc1)c1ccc([N+](=O)[O-])cc1	121	.	92	.	95	.	.	10	7
COc1ccc(NC(=O)NC(=O)c2ccccc2)cc1	96	-4	101	-1.1	103	-5	4	8	0
Cc1ccc(F)cc1CNC(=O)c1cc(COc2ccc3ncccc3c2)on1	95	-2	90	2.1	83	-3	0	-1	2
COc1ccc(CCC(=O)Nc2ncc(C)s2)cc1OC	105	4	97	-0.3	103	0	2	-7	0
O=C(COC(=O)c1ccccn1)NCc1ccc(Cl)cc1Cl	105	1	104	.	98	-11	1	19	0
O=C(Nc1ccc(Cl)cc1)C1CCN(C(=O)c2cccs2)CC1	95	6	101	-2.4	105	2	9	4	1
CC(=O)c1ccc(NC(=O)C(C)Sc2ccccn2)cc1 (stereo not given)	87	2	95	-0.3	93	4	5	7	0
O=C(/C=C/c1ccccc1Cl)OCC(=O)c1ccc[nH]1	118	4	93	.	83	0	1	-1	3
COc1ccc(N(C)S(=O)(=O)c2cccc(C(=O)NC3=NCCS3)c2)cc1	108	0	89	1.0	97	0	1	5	0
CCCCN(CC)CCCNC(=O)c1cn(-c2ccc(OC)cc2)c(=O)c2ccccc12	93	-3	96	-1.3	101	-4	-3	18	2

(cont.)
SMILES	Yeast superoxide	GLD-1 TGE inh	AGP1 TOR yeast	MEX-5 binding	CIT2 TOR yeast	MCL1-BIM inh	BCLXL inh	VLA-4 inh	GRK2 inh
COc1cc(NC(=O)c2ccco2)c(OC)cc1NC(=O)CCC(=O)Nc1cccc(C)c1C	106	3	105	.	100	4	10	7	4
Cc1cc(C(=O)Nc2nnc(C(F)(F)F)s2)no1	95	4	107	2.9	117	1	4	6	0
CC(=C/C(=O)O)/C=C/c1ccc(Cl)o1	92	-2	109	-5.6	110	21	16	0	30
Cc1ccc(NC(=O)c2cc(-c3ccc(C)o3)nc3ccccc23)cc1	93	5	98	0.1	94	13	8	5	0
CC(=O)Nc1sc(N/N=C\c2ccccc2Cl)nc1-c1cccs1	92	6	105	1.2	96	9	9	13	0
Cc1nn(-c2ccc(F)cc2)c2nc(N)c(C#N)c(-c3ccc(O)c(O)c3)c12	100	.	90	1.4	92	.	.	0	8
C=CCN1CCN(c2ccncc2S(=O)(=O)N2CCOCC2)CC1	90	-4	97	2.6	100	5	7	-6	0
COc1ccccc1NC(=O)c1cc(S(=O)(=O)NCc2ccccc2)ccc1F	94	0	97	-3.8	92	-2	3	-17	4
Cc1cccc(N(CC(=O)NC(C)(C)C)C(=O)CNC(=O)c2cccs2)c1C	95	-7	97	1.6	103	3	0	-10	2
O=C(Cn1c(=O)n(CC2CCCO2)c(=O)c2ccccc21)N1CCN(c2ccccc2)CC1 (stereo not given)	102	8	.	-2.7	94	11	12	21	0
O=C(Nc1ccc(C(F)(F)F)cc1)c1ccc2ncsc2c1	99	-1	92	1.1	100	9	3	12	3
O=C(Cc1ccccc1)Nc1ccc(NC(=O)c2cccnc2)cc1	104	3	104	1.3	107	-3	1	10	0
S=C1SCN(Cc2ccccn2)CN1Cc1ccco1	91	12	114	0.0	108	25	21	5	0
Cc1cc(C)cc(C(=O)O/N=C(\N)c2ccc(Br)cc2)c1	95	9	95	-0.7	106	-1	7	13	0
C=CCCN([C@@H](C)C(=O)OC)S(=O)(=O)c1ccccc1Br	88	-6	87	1.4	98	1	3	-1	1
CCN(Cc1cc(=O)n2ccsc2n1)Cc1nc2ccccc2c(=O)[nH]1	93	4	103	6.1	92	4	3	-8	3
CC(C)CC(c1nnnn1Cc1ccc(F)cc1)N1CCC(C(N)=O)CC1 (stereo not given)	101	6	94	0.8	93	0	4	14	3
O=C(COc1ccccc1[N+](=O)[O-])Nc1ccc(Br)cc1	116	4	21[may fluoresce violet]	.	?	5	5	-5	4
CCOC(=O)Cn1c(C)cc(=O)c2ccccc21	92	6	101	-0.8	98	7	8	5	6
O=C(O)c1cn(-c2ccccc2)nc1-c1ccc(Cl)cc1	162	3	82	1.6	98	-3	1	-6	0
O=C(CCc1nnc2n(Cc3ccc(Cl)cc3)c(=O)c3ccccc3n12)NCCN1CCCC1	122	-13	100	1.8	98	-7	3	25	0
CC(C)C(=O)N(Cc1ccccc1)c1ccccn1	92	2	106	1.9	108	2	1	2	0
Cc1cc(OC(=O)c2cc(Cl)nc3ccccc23)ccc1Cl	90	-1	101	-0.2	103	2	2	-3	2
CC(C)CCNC(=O)c1ccc(-n2cnc3cccnc32)cc1	113	11	101	1.7	99	6	6	6	45*
CCOC(=O)Nc1c2ccccc2nc2ccccc12	120	1	13[may fluoresce violet]	1.8	?	-1	4	34	3
C=CCN(c1cccc(C(F)(F)F)c1)S(=O)(=O)c1cccc(C(=O)OCC(=O)Nc2ccccc2)c1	100	8	99	-2.2	97	-2	-1	4	2
O=C1CC(c2ccccc2)CN1C(=O)c1ccccc1 (stereo not given)	88	12	99	-0.2	99	-4	3	16	0
